Bioassay records (PubChem BioAssay)
Rac1 act GTP bind: human Rac1 activated mutant GTP binding change | P63000 | GST-Rac1 activated beads, fluorescent GTP binding, flow cytometry; actives lie on both sides; 100% means binding = to untreated wells | percent activity (GTP binding), % at 10 µM | 190,000 compounds, 0.11% hits;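 active means GTP binding at least 20 percentage points away from the 100% baseline, in either direction, so actives lie on both sides; inconclusive means Compound likely fluorescent itself, or too few beads counted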
ABCG2 block: blocks JC-1 efflux by human ABCG2 transporter; IgMXP3 cells, flow cytometry; inhibition, % at 6.6 µM; Q9UNQ0; AID 1325; 190,000 compounds, 0.1% hits;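 active means inhibition above 80%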;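 further: 0% = DMSO and 100% = nicardipine control wells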
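material = IgMXP3 (ABCG2) plus far-red-tagged CCRF-Adr (ABCB1) cells | amount = 3 million cells/mL, equal mix of both lines | also added = JC-1 transporter substrate | dosing = one concentration, 6.6 µM final | schedule = 10 min at 25 °C | measured by = flow cytometric JC-1 green MFI at 530 nm | read-out basis = percent efflux inhibition, scaled nicardipine 100% to DMSO 0%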
HRas wt GTP bind: changes GTP binding to wildtype human HRas; P01112; AID 759; GST-Ras wt beads, Bodipy-FL-GTP binding, flow cytometry; actives lie on both sides; 190,000 compounds, 0.14% hits; GTP binding activity, % at 10 µM;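 active means GTP binding activity at least 20% away from the 100% baseline, either lowered as inhibitor or raised as activator; inconclusive means flagged as likely green fluorescent, judged across all proteins in the well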;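 further: 0% = unlabeled GTP competition control and 100% = no-compound control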
Target sequence (P01112 whole entry, looked up): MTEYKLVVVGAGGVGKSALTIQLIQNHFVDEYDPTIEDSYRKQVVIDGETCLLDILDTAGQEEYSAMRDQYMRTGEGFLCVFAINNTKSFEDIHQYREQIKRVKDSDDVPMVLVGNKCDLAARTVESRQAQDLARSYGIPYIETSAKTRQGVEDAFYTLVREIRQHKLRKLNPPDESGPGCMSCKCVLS
Pf gamet viab: P. falciparum stage V gametocyte viability inhibition; P. falciparum stage V gametocytes, ATP luminescence, 24 h; inhibition, % at 10.9 µM; 150,000 compounds, 0.065% hits; AID 743093;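 active means inhibition above the mean plus 3 SD of compounds within the control limits, set per campaign, cut at about 38% in these data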;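 further: 0% = DMSO wells and 100% = medium only without gametocytes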
Cdc42 wt: modulators (inhibitors or activators) of GTP binding to human Cdc42 wildtype; P60953; GST-Cdc42 beads, Bodipy-GTP binding, flow cytometry; actives lie on both sides; percent activity (GTP binding), % at 10 µM; 190,000 compounds, 0.2% hits; AID 761;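 active means percent activity GTP binding at least 20 points away from the 100% baseline, either down as inhibitor or up as activator; inconclusive means compound flagged as likely green fluorescent from well-wide comparison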;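 further: median bead fluorescence of bound Bodipy-FL-GTP at 100 nM; 0% = excess unlabeled GTP control and 100% = no compound control; below 100% means less GTP binding so inhibitor and above means activator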
Target sequence (P60953 whole entry, looked up): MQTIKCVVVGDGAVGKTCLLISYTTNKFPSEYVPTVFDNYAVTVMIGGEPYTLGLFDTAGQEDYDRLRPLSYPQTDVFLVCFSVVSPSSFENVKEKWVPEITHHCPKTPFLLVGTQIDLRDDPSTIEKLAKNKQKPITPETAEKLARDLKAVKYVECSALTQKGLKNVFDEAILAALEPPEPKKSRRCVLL
Mcl1 Noxa PPI: disrupts binding of human Mcl-1 to Noxa peptide. Q07820. TR-FRET Mcl-1/Noxa peptide binding, 2 h. inhibition, % at 21.7 µM. 220,000 compounds, 1.5% hits. AID 1022;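 active means compounds that cut the protein-peptide binding signal by more than 50% relative to plate controls in a single-dose test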;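 further: His-tagged Mcl-1 with rhodamine Noxa BH3 peptide and terbium anti-His antibody; 0% = Mcl-1 plus Noxa peptide wells and 100% = peptide-only wells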
Target sequence (Q07820 whole entry, looked up): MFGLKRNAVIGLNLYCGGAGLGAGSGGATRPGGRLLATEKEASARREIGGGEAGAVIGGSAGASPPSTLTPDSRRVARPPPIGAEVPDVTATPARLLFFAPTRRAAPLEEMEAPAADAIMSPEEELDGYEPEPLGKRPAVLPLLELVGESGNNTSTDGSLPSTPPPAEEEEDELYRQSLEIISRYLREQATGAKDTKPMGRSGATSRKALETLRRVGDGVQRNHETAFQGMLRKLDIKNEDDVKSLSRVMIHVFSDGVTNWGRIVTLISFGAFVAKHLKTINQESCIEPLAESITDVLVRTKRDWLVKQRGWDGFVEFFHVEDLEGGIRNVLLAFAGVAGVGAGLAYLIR
Rab7 wt GTP bind: alters GTP binding to wildtype dog Rab7; 190,000 compounds, 0.055% hits; GTP binding activity (percent of control), % at 10 µM; GST-Rab7 beads, fluorescent GTP binding, flow cytometry; actives lie on both sides; untreated = 100%, excess cold GTP = 0%;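 active means fluorescent GTP binding to Rab7 beads changed by at least 20 points from the 100% baseline, either direction, mostly lower; inconclusive means compound itself probably fluorescent, or too few beads counted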;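 further: median green fluorescence of bound Bodipy-FL-GTP per Rab7 bead population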
Avidin fluor: avidin bead compound fluorescence profile. AID 1775. 220,000 compounds, 0.38% hits. fluorescence (KMESF) at 10 µM. Avidin beads, compound fluorescence 488/530 nm, flow cytometry; stronger effect = higher value; in the data active means fluorescence above about 47; further: inactives centre near 10
Rab2A wt mod: changes GTP binding to wildtype dog Rab2A, up or down | GST-Rab2 wt beads, Bodipy-GTP binding, flow cytometry | P61105 | GTP binding activity, % at 10 µM | 190,000 compounds, 0.19% hits | AID 760;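 active means GTP binding activity at least 20 points away from 100%, either lowered or raised; inconclusive means signal likely due to the compound's own green fluorescence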;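 further: 0% = beads with excess unlabeled GTP and 100% = no-compound control corrected for plate trend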
ABCB1 block: blocks JC-1 efflux by human ABCB1 transporter; P08183; CCRF-Adr cells, flow cytometry; inhibition, % at 6.6 µM; 190,000 compounds, 0.067% hits; in the data active means inhibition above about 40%;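 further: 0% = vehicle and 100% = reference inhibitor; higher value means more JC-1 retained so stronger ABCB1 efflux block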
Rac1 wt modul: alters GTP binding to wildtype human Rac1 | AID 757 | 190,000 compounds, 0.27% hits | P63000 | GTP binding activity (% of control), % at 10 µM | GST-Rac1 beads, fluorescent GTP binding, flow cytometry; actives lie on both sides; 0 = cold GTP competed, 100 = untreated;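 active means GTP binding activity at least 20 points away from the 100% control level, either lower or higher; inconclusive means compound flagged as likely green fluorescent, judged across all proteins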
Numbers without * were called inactive; ? = inconclusive; / = not tested or not shown.

SMILES	Rac1 act GTP bind	ABCG2 block	HRas wt GTP bind	Pf gamet viab	Cdc42 wt	Mcl1 Noxa PPI	Rab7 wt GTP bind	Avidin fluor	Rab2A wt mod	ABCB1 block	Rac1 wt modul
O=C(COCC(=O)N1CCOCC1)N1CCOCC1	97	0	97	8	98	8	97	3	97	0.6	97
COc1cc(/C=C2/C(=O)CNC2=O)ccc1O	96	2	97	8	93	30	102	10	96	0.5	98
O=C(CCCOc1ccccc1)Nc1ccc2c(c1)OCCO2	101	2	103	/	104	2	103	8	105	0.0	110
CCN(C(=O)COC(=O)/C=C/c1ccc(O)c(OC)c1)C1CCS(=O)(=O)C1 (centres undefined)	98	0	99	-6	97	0	99	11	93	0.1	100
CCN(CCCNC(=O)CCn1c(=O)[nH]c2ccccc2c1=O)c1cccc(C)c1	?	3	?	/	?	1	?	39	?	0.2	?
COc1ccc(-n2nc3cc(C)c(NC(=O)CC(C)C)cc3n2)cc1	95	3	98	/	98	1	96	32	99	0.5	94
COc1ccc2c(c1)c1nnc(SCC(=O)N3CCCCC3C)nc1n2C (centres undefined)	?	3	?	/	?	14	?	7	?	1.5	?
O=C(NCCN1CCN(c2ccccc2)CC1)c1cccc(Br)c1	100	5	103	/	104	14	99	18	102	1.9	102
Cc1nc2ccccc2c(=O)n1NC(=O)/C=C/c1ccc(Br)cc1	99	4	99	0	99	4	100	9	99	0.8	102
CCOCC(=O)Nc1nc2ccc(OC)cc2s1	98	39	101	9	105	5	98	25	102	0.3	105
O=C(NCCN1CCCC1)c1ccc(Cn2c(=S)[nH]c3cc4c(cc3c2=O)OCO4)cc1	97	2	102	9	106	44	100	22	103	0.3	105
COC(=O)c1ccc2c(c1)SC1=C(CCCC1=O)N2	100	-1	103	-4	103	-24	101	7	103	0.5	103
O=C(NCC(=O)N(c1ccccc1)C(C(=O)NC1CCCCC1)c1ccncc1)c1ccco1 (centres undefined)	101	1	99	/	100	8	97	23	99	0.3	98
CNC(=O)C1(CC(C)C)C=CCN1C(C)=O (centres undefined)	100	8	100	/	104	7	99	9	99	0.1	105
O=C(N/N=C/c1cccnc1)c1cccc(S(=O)(=O)Nc2cccc(Cl)c2)c1	93	-1	92	8	90	-6	89	11	91	0.0	91
CC(C)C(C)NC(=O)COC(=O)/C=C/c1ccc(S(=O)(=O)N2CCc3ccccc32)cc1 (centres undefined)	98	8	97	-10	98	9	95	12	97	2.6	96
COc1ccc(NS(=O)(=O)c2ccc(SC)cc2)cc1	100	2	102	4	102	7	101	8	100	0.2	103
COc1cccc(-n2c(Cn3nc(C(F)(F)F)cc3C)n[nH]c2=S)c1	97	5	100	1	97	15	101	16	100	0.6	97
COc1cccc(N=c2oc3c(C)ncc(CO)c3cc2C(=O)Nc2ccccc2OC)c1	95	9	100	/	101	-35	98	9	96	2.8	101
O=C(CN1CCOCC1)Nc1c(-c2ccccc2)c2cc(Br)ccc2[nH]c1=O	96	0	97	/	96	2	98	17	97	0.3	93
O=C(CN1C(=O)S/C(=C/C=C/c2ccccc2)C1=O)Nc1ccc(C(=O)O)cc1	90	3	90	-2	86	14	90	9	91	-2.2	92
CC1Oc2ccccc2N(CC(=O)N2CCc3ccccc32)C1=O (centres undefined)	98	3	98	-23	104	21	95	35	97	0.9	103
O=C(O)c1cc(C(=O)C2CCCCC2)c[nH]1	95	2	99	-17	97	11	101	10	100	0.1	99
COc1ccc(C(=O)n2nc(C)cc2C)cc1Br	100	20	103	18	103	-4	101	8	103	1.7	102
O=S1(=O)CC(O)C(NCc2cccnc2)C1 (centres undefined)	99	3	99	/	100	-3	99	24	98	0.7	100
COCCCNC(=O)c1c[nH]c2ccc(S(=O)(=O)N3CCC4(CC3)OCCO4)cc2c1=O	96	-1	98	/	96	8	101	6	97	-0.3	98
O=C(NNC(=O)C1CCN(Cc2ccc(F)cc2Cl)CC1)Nc1ccc([N+](=O)[O-])cc1	95	9	94	-43	98	15	93	9	96	1.6	93
O=C(NCC1CCCCC1)C1CCN(C(=O)NC2CCCCC2)CC1	101	1	103	3	103	-2	102	8	102	0.1	107
CCn1ncc(C2C(C(=O)Nc3ccc(C)cn3)=C(C)NC3=C2C(=O)CCC3)c1C (centres undefined)	100	4	103	11	101	1	97	14	99	0.0	104
Cc1ccc(S(=O)(=O)N(CCC#N)CCN2CCCC2)cc1	99	-2	104	/	104	-7	104	19	104	-2.4	103
COc1ccc(OC)c(S(=O)(=O)NC(C)(C)C)c1	102	1	105	/	105	-26	103	15	105	0.5	106
Cn1cnnc1SCc1ccc(C(=O)n2ncc(C#N)c2N)cc1	100	1	100	-8	102	0	98	7	100	0.1	103
CC1CCC(NC(=O)C2CCN(S(=O)(=O)c3ccc4nc5c(c(C(=O)O)c4c3)CC(C)CC5)CC2)CC1 (centres undefined)	89	-3	92	8	88	19	95	10	91	-0.6	88
CCSC1=N/C(=C\c2ccc(C)s2)C(=O)S1	96	-4	99	/	97	6	95	14	96	/	99
N#CCC(=O)Nc1ccc(C(=O)OCC(=O)Nc2cccc(C(F)(F)F)c2)cc1	96	-5	96	21	99	1	94	11	98	-2.0	100
Cc1ccc(S(=O)(=O)N2CCN(c3ccc([N+](=O)[O-])c(Sc4nncn4C)c3)CC2)cc1	101	7	100	-20	96	-13	99	3	98	1.0	99
CC1Cc2ccccc2N1C(=O)CSc1nnc(C2CC2)n1C (centres undefined)	98	1	100	9	99	9	103	10	99	0.8	100
Cn1c(-c2ccccc2)cnc1NCc1cc2c(cc1[N+](=O)[O-])OCO2	99	4	100	12	101	25	99	13	99	0.3	102
c1ccc(CC(Nc2ccccn2)c2ccccc2)cc1 (centres undefined)	93	1	92	-31	96	9	92	9	95	0.4	94
Clc1cccc(Cc2nn[nH]n2)c1	98	0	99	/	97	-1	104	6	99	0.6	101
Nc1nc(Nc2ccccc2Br)nc(C(F)(F)F)n1	98	4	100	/	104	3	102	13	102	0.7	100
CCOc1ccc(OCc2cccc(C(=O)N(CC)CC)c2)cc1	92	5	98	-5	94	13	108	10	99	0.1	102
CCc1cc(C(=O)Cc2nc3ccccc3[nH]2)c(O)cc1O	101	-2	102	/	103	6	99	11	101	-0.2	104
CCCCOC(=O)CSC1=C(C#N)C(c2ccccc2OCC)C(C#N)C(=O)N1 (centres undefined)	96	-7	96	/	94	3	94	4	96	-0.8	97
CCOc1ccc(NC(=O)Nc2cc(C)on2)cc1	100	20	101	-6	102	11	99	20	101	0.4	103
O=C(NCc1ccccc1)NS(=O)(=O)c1ccccc1Cl	98	1	101	-4	99	1	101	4	101	0.4	103
Cc1ccccc1Nc1c(-c2ccccn2)nc2ccccn12	97	6	98	-1	95	-59	104	10	97	1.3	98
COc1ccc(C2CC(c3ccccc3OC(C)=O)=NN2C(=O)/C=C/c2ccccc2)cc1OC (centres undefined)	100	7	103	-4	96	0	103	18	101	4.2	101
Cc1[nH]c2ccccc2c1C(=O)/C=C/c1ccccc1	100	0	101	-33	101	6	99	4	100	-0.1	101
O=C(CSC1=NCCS1)Nc1nc2ccccc2s1	101	-1	103	/	99	8	102	6	101	-0.2	104
Cc1cc(C(=O)Nc2c(C)nn(Cc3ccccc3)c2C)on1	100	0	100	/	102	-10	103	8	101	0.2	107
C=CCOc1ccc(/C=C/C(=O)Nc2ccc(C(=O)NC)cc2)cc1	101	1	98	8	98	6	96	5	98	-0.4	102
COc1cccc(N(C(=O)Cn2nnc(-c3ccc(F)cc3)n2)C(C(=O)NCC2CCCO2)c2ccc(Cl)cc2)c1 (centres undefined)	98	3	102	/	97	11	108	13	98	1.8	105
CCOc1ccc(-c2nnc(N3CCCCC3)c3ccccc23)cc1	96	5	94	/	95	/	93	10	95	1.2	93
CCOC(=O)Cc1csc(NC(=O)CSc2nc(-c3ccccc3)c(C#N)c(=O)[nH]2)n1	79*	-1	84	-12	84	23	86	10	85	-0.5	88
CCc1ccc(Nc2nc3ccccc3c(=O)s2)cc1	97	2	98	/	103	13	95	12	96	-0.1	106
O=C(c1cccc(Cl)c1)N1CCN(Cc2ccncc2)CC1	98	-3	98	/	100	19	96	18	96	-0.9	100
Cc1ccc(/C=C/C(=O)OC(C)C(=O)Nc2ccc(Cl)cn2)o1 (centres undefined)	97	-2	96	-3	96	26	94	9	94	-0.6	96
CC[C@H](C)[C@H](NC(N)=O)C(=O)NCCc1ccc(Cl)cc1Cl	96	17	97	-12	97	15	102	10	99	4.5	101
COc1ccc2c(c1)Cc1sc(NC(=O)c3cccs3)nc1-2	97	1	96	-11	97	28	97	1	98	0.4	99

(listing goes on)
SMILES	Rac1 act GTP bind	ABCG2 block	HRas wt GTP bind	Pf gamet viab	Cdc42 wt	Mcl1 Noxa PPI	Rab7 wt GTP bind	Avidin fluor	Rab2A wt mod	ABCB1 block	Rac1 wt modul
CCCCSc1nnc(CSc2ncccn2)n1C	99	4	100	-2	102	25	98	11	100	-0.3	103
COC(=O)c1ccccc1COn1c(=O)c[n+]([O-])c2ccccc21	102	1	102	/	96	17	98	45	103	0.8	105
Cc1cnc(C(=O)Nc2ccc(C(=O)N3CCCCC3)cc2)cn1	92	4	97	-24	97	56*	98	12	97	0.6	96
COc1ccc(CNS(=O)(=O)c2ccc3oc(C(=O)O)c(C)c3c2)cc1	96	0	97	/	100	15	96	23	95	-0.2	100
COc1ccc(Cc2nnc(N)s2)cc1OC	96	0	100	/	96	-7	94	/	99	0.0	102
CCOc1ccc(Br)cc1C(=O)Nc1ccc(C(=O)NCC(C)C)cc1	100	1	99	/	99	14	94	7	100	-0.3	100
COC(=O)c1c(NC(=O)CSc2nnnn2C)sc(C)c1C	99	11	103	/	103	18	102	8	102	0.9	103
Cc1ccccc1NC(=O)CN1C(=O)N/C(=C\c2cccn2-c2cccc(C(=O)O)c2)C1=O	93	-1	93	-2	93	40	92	10	92	-0.2	96
NC(=O)C(c1ncc(C(F)(F)F)cc1Cl)c1c(Cl)cccc1Cl (centres undefined)	97	6	98	-5	101	-11	94	6	97	1.2	99
